High-throughput results: PubChem, several laboratories
ER stress rescue – rescue of cells from ER stress-induced death, primary screen, 384-well, CSM14.1, thapsigargin, ATP luminescence (AID 1222) | CSM14.1 thapsigargin-induced death rescue, ATP luminescence; higher % means a stronger effect | one-dose cellular ATP content (survival), % at 20 µM; EC50 in µM for titrated hits | 190,000 tested, under 10 active;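 active means EC50 below 50 µM in the dose-response confirmation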;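 further: death triggered by thapsigargin at about 15 µM added after 2 h compound pretreatment; cell ATP read after overnight thapsigargin exposure of roughly 18 to 22 hours; normalized against plate controls of thapsigargin alone and 5% DMSO vehicle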
human PMI inhibitors – human PMI inhibitors, high substrate, primary screen, biochemical, fluorescence intensity, high mannose 6-phosphate (AID 1220); Mannose-6-phosphate isomerase (Homo sapiens); recombinant PMI enzyme, coupled fluorescence intensity; higher % means a stronger effect; inhibition, % at 20 µM; hits with a dose series show IC50 in µM; 0.66% of 190,000 active
PMI inhibitors – inhibitors of human PMI, primary screen, biochemical, fluorescence intensity, coupled assay (AID 1209); 0.42% of 190,000 active; purified PMI enzyme, coupled fluorescence intensity; higher % means a stronger effect; inhibition, % at 20 µM; hits with a dose series show IC50 in µM;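 further: plate controls were DMSO vehicle for no effect and wells lacking substrate for full effect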
M1AAP inhibition – P. falciparum M1AAP inhibitors, biochemical, fluorogenic H-Leu-NHMec substrate, 1536-well (AID 1445) | inhibition, % at 30 µM, or IC50 in µM where a hit was titrated | recombinant M1AAP, H-Leu-NHMec fluorogenic kinetic assay; higher % means a stronger effect | Aminopeptidase N (Plasmodium falciparum (isolate 3D7)) | 0.42% of 220,000 active;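 active means primary inhibition above the hit cutoff, then over 50% inhibition at one or more dose response concentrations, cut at about 23% in these data, passing the limit was not always enough; inconclusive means conflicting primary data, or primary hits not chosen for dose response; inactive means low primary inhibition, or under 50% at every dose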;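 further: plate controls were DMSO full reaction for no effect and no enzyme background for full effect; strong numbers were not always called active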
UTI89 phage lysis – inhibition of K1F phage lysis, E. coli UTI89, bacterial capsule biogenesis inhibitors, alamar blue (AID 488966). E. coli UTI89 K1F phage lysis, alamar blue, 2 h; higher % means a stronger effect. inhibition, % at 100 µM, or IC50 in µM where a hit was titrated. 0.02% of 340,000 active;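 active means phage lysis inhibition, versus mean bacterial control, above a set limit; inconclusive means no clear call, values can overlap the other calls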;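 further: capsule biogenesis inhibitors block K1F phage lysis so surviving cells raise fluorescence; higher fluorescence means more inhibition of phage lysis; actives were called in the ten point dose series up to 300 µM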
Lipid droplet – inhibitors of hepatocyte lipid droplet formation, primary screen, imaging, high-throughput imaging, BODIPY stain. AML12 mouse hepatocytes, oleate lipid droplets. inhibition, % at 6.5 µM. 0.4% of 240,000 active. AID 1656, 2009;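 active means lipid droplet intensity inhibited by at least 50%, with more than 500 cells counted; inconclusive means wells with under 300 cells, treated as cytotoxic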
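material = mouse AML12 hepatocyte cell line, fixed after treatment | also added = 100 µM oleic acid challenge | doses = compound at 6.5 µM only | schedule = overnight exposure | technique = Image-based BODIPY and DAPI two-channel analysis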
TNAP activation fold – human TNAP enzyme activators, primary screen, biochemical, luminescent, no phosphate acceptor, uHTS (AID 1001); purified TNAP, luminescent activation assay, no phosphate acceptor; higher activation fold means a stronger effect; activation fold at 20 µM, or EC50 in µM where a hit was titrated; 0.03% of 200,000 active; in the data active means activation fold from about 3, or a potency from the dose series; inactive means the rest, 99 in 100 with activation fold below about 1.6; further: many of its hits are not listed in these tables
WT yeast gro inh – growth inhibition of WT strain, primary screen, mitochondrial fusion inhibitor project, WT and mutant strains, chemical genetic; mitochondrial fusion phenotypic screen; inhibition, % at 10 µM; 2.1% of 190,000 active; in the data active means inhibition above about 58%; tested in S. cerevisiae
Myeloid diff MLP – induction of myeloid progenitor differentiation, primary screen, cell-based, flow cytometry, MLPCN library. calls only at 10 µM. 1% of 360,000 active. ER-HoxA9 myeloid progenitors, lysozyme-GFP differentiation;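 active means normalized GFP-positive differentiation at or above the plate's own cutoff, the solvent-only control mean plus 3 SD; inconclusive means no clear call, values can overlap the other calls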;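 further: cells exposed to compound for four days before flow analysis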
WT yeast gro inh mutant strain – further read-out of WT yeast gro inh, marked with its call; inhibition, %; mitochondrial fusion phenotypic screen, mutant strain inhibition
Lipid droplet cells 6.5 µM – second read-out of Lipid droplet, no call of its own (marks repeat the call); cell count; measured here: cell count, cytotoxicity flag;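 cells counted across two imaged fields per well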
Myeloid diff MLP GFP+ MAC1+ % – further read-out of Myeloid diff MLP, marked with its call; GFP+ MAC1+ double positive, %; measured here: differentiation confirmed by MAC1 staining
An asterisk follows results filed as active; i = inactive; ? = inconclusive; . = not tested or not shown; [ ] = dose if it differs, or a comment. Unless noted, no stated cut-off is given here; in the data, active means inhibition above about 50%; inactive means the rest.

SMILES | ER stress rescue | human PMI inhibitors | PMI inhibitors | M1AAP inhibition | UTI89 phage lysis | Lipid droplet | Lipid droplet cells 6.5 µM | TNAP activation fold | WT yeast gro inh | WT yeast gro inh mutant strain | Myeloid diff MLP | Myeloid diff MLP GFP+ MAC1+ %
COc1ccccc1N(C)S(=O)(=O)c1ccc(C(=O)OCC(=O)c2c[nH]c3ccccc23)cc1 | -0.6% | 17% | 11% | 4% | -4.1% | -11 | 588 | 1 | 3 | 5 | i | 0.6
Cc1cnc(CN2CCc3c([nH]c4ccccc34)C2C2CCCCC2)[nH]1 (stereo unspecified) | -0.2% | 5% | 6% | 1% | 0.8% | -15 | 711 | 1.6 | -13 | -8 | i | 0.2
Cc1[nH]nc2c1C(c1cccc(O)c1)C1=C(CC(C)(C)CC1=O)N2 (stereo unspecified) | -1.9% | 2% | -2% | ? | -0.1% | . | . | 1.1 | 5 | -1 | i | 0.9
Cc1nnc2n1CCCCC2 | . | . | . | 2% | -0.4% | 2 | 754 | . | . | . | i | 0.7
O=C(CCC(=O)Nc1nnc(C2CCCCC2)s1)NCC1CCCO1 (stereo unspecified) | -0.1% | -1% | -3% | 4% | 1.6% | . | . | 1 | -57 | -47 | i | 4.3
CCOC(=O)CN(C#N)c1nc(N(C)C)nc(N(C)C)n1 | 1.3% | -16% | -15% | 5% | 0.0% | -30 | 527 | 1 | 0 | -1 | i | 0.7
c1ccc(-c2csc(NNC3=NCCCCC3)n2)cc1 | 9.5% | 1% | 10% | -1% | -0.3% | 63* | 794* | 1.4 | 43 | 28 | i | 1.3
COc1ccc(Cl)cc1C(=O)NNC(=O)c1cccc(S(=O)(=O)N(C)C)c1 | -0.6% | 2% | 15% | 11% | 1.1%[50 µM] | -1 | 647 | 1.1 | -12 | 0 | i | 0.4
Cc1ccc(C2=NN(CC(=O)NCc3cccnc3)C(=O)CC2)cc1 | -1.8% | 0% | 5% | 2% | . | 7 | 656 | 1 | 10 | 12 | . | .
Cn1c(=O)c2c(nc(NCCOc3ccc(C(C)(C)C)cc3)n2C)n(C)c1=O | -1.6% | -7% | -6% | 1% | 2.2% | 16 | 739 | 1 | 6 | -11 | i | 0.0
O=C(NCCc1cccc(Cl)c1)c1cccnc1 | . | 9% | 13% | 4% | 1.6% | -2 | 741 | 1 | 6 | -4 | i | 0.9
CCOc1nc(NCCO)nc(NCCC2=CCCCC2)n1 | 1.1% | 12% | 8% | 7% | 0.6% | -1 | 727 | 1.1 | -2 | -2 | i | 0.3
COc1ccc(NC(=O)Cn2nc3n(c2=S)CCC3)cc1 | 0.1% | 3% | -6% | -4% | -0.1% | . | . | 1.1 | -1 | -5 | i | 1.2
Cc1ccc(SCCNC(=O)c2cccc([N+](=O)[O-])c2C)cc1 | 0.3% | -8% | -3% | -2% | 0.1% | . | . | 1.1 | 19 | 0 | i | 1.4
COc1ccc(N2CCN(C(=O)CCCN3C(=O)c4cccc5cccc(c45)C3=O)CC2)cc1 | -1.3% | -11% | 8% | 6% | -0.2% | . | . | 1 | . | . | i | 0.5
Cc1ccc(C(=O)Nc2ccncc2)o1 | -1.7% | 1% | 4% | 1% | 1.2% | 9 | 708 | 1.1 | 0 | -36 | i | 0.9
O=C(Nc1ccnc(-c2cccnc2)n1)c1ccc(Cl)c(Cl)c1 | 1.3% | 0% | 10% | 1% | 1.7% | . | . | 1.2 | 1 | 10 | i | 5.2
Cc1cc(C)n(C(=O)c2cc3c(s2)CCCC3)n1 | -0.4% | 7% | 14% | 6% | 0.0% | . | . | 1 | -15 | -7 | i | 1.2
CCOC(=O)C1(CCOc2ccccc2)CCN(Cc2cccc(-n3cccn3)c2)CC1 | 2.3% | 6% | 4% | -2% | -0.1% | -40 | 530 | 1.1 | 24 | 3 | i | 0.3
Cc1cnn(C(=S)NCC2CCCO2)c1 (stereo unspecified) | 0.6% | 0% | 2% | -4% | 0.0% | . | . | 1 | -13 | 2 | i | 0.4
O=C(N1CCCC1)C12CCC3CC(CC(C3)C1)C2 | -0.1% | -1% | 0% | -3% | 2.0% | 13 | 800 | 1.2 | -12 | -11 | i | 1.3
CN(C)c1ccc(C(=O)/C=C/c2ccco2)cc1 | -5.0% | 39% | 28% | 18% | 1.3%[50 µM] | 0 | 658 | 0.9 | 5 | 13 | i | 0.6
COc1ccccc1-n1cc(CN2CCN(CC=C(C)C)C(CCO)C2)cn1 (stereo unspecified) | . | . | . | 0% | 0.1% | 12 | 732 | . | . | . | i | 0.5
O=C(c1ccccc1)N1CCC(c2nc3c(nnn3Cc3ccco3)c(=O)[nH]2)CC1 | 2.5% | -6% | -10% | 3% | 0.5% | . | . | 1 | 6 | -3 | i | 5.1
COc1ccccc1NC(=O)N(Cc1ccccc1)C1=NCC(C)S1 (stereo unspecified) | 4.7% | 6% | 5% | 0% | -0.1% | . | . | 1.1 | 40 | 21 | i | 0.7
COC(=O)c1sccc1NS(=O)(=O)c1ccc(OC)cc1 | 0.2% | 10% | 4% | 4% | 1.1% | . | . | 1.1 | 3 | -23 | i | 7.7
CNC(=O)Cn1nc(C)c2ccccc2c1=O | 1.9% | 2% | 2% | 3% | -0.2% | . | . | 1.2 | 24 | 21 | i | 1.2
CCCN1CCN(C(=S)Nc2ccc(SC(F)F)cc2)CC1 | -0.6% | -2% | -1% | -1% | 0.2% | 4 | 695 | 1 | 9 | -7 | i | 0.4
CCOc1ccc(-c2nn(-c3ccccc3)cc2/C=C2\SC(=S)N(C3CCS(=O)(=O)C3)C2=O)cc1 (stereo unspecified) | -2.0% | 10% | 5% | 3% | -0.1% | -18 | 700 | 0.9 | 14 | 10 | i | 0.5
Fc1ccc(-n2cc(CNCCc3ccccn3)c(-c3ccccc3Cl)n2)cc1 | -2.2% | 1% | 7% | -6% | 0.4% | -46 | 683 | 1.1 | 27 | 23 | i | 1.4
O=C(COc1ncnc2ccc(Br)cc12)NCc1ccc2c(c1)OCO2 | 0.8% | 0% | 7% | 10% | -0.1% | -3 | 783 | 1.1 | -17 | -7 | . | .
COc1ccc(-n2c(Cc3cccn3C)nnc2SCC(=O)Nc2ccc3c(c2)OCCO3)cc1 | -2.6% | 4% | 3% | 14% | -9.1% | . | . | 1.2 | 2 | 0 | i | 2.0
COC(=O)c1ccc(COC(=O)Cc2n[nH]c(=O)c3ccccc23)cc1 | 0.4% | -3% | -14% | 0% | 1.5% | -6 | 703 | 1 | -9 | -5 | i | 2.0
COCCNC(=O)CNC(=S)N(CCCN1CCOCC1)Cc1cccs1 | 1.0% | -7% | -2% | 1% | 0.3% | -12 | 675 | 1.2 | -6 | -1 | i | 0.9
CCn1c(CCCOc2ccc(Cl)cc2Cl)n[nH]c1=S | -0.1% | 10% | 5% | . | 0.4% | 8 | 746 | 0.9 | 56 | 32 | i | 0.3
COc1ccc(Nc2nc(C)cc(C)c2C(N)=O)cc1 | -1.5% | -6% | -5% | 9% | 0.4% | . | . | 1.2 | 0 | -4 | i | 1.2

Two compounds from above, limited to Lipid droplet cells 6.5 µM and ER stress rescue.
SMILES	Lipid droplet cells 6.5 µM	ER stress rescue
COc1ccc(Nc2nc(C)cc(C)c2C(N)=O)cc1	.	-1.5%
CCn1c(CCCOc2ccc(Cl)cc2Cl)n[nH]c1=S	746	-0.1%

Next part.
SMILES | ER stress rescue | human PMI inhibitors | PMI inhibitors | M1AAP inhibition | UTI89 phage lysis | Lipid droplet | Lipid droplet cells 6.5 µM | TNAP activation fold | WT yeast gro inh | WT yeast gro inh mutant strain | Myeloid diff MLP | Myeloid diff MLP GFP+ MAC1+ %
CC1CCc2c(sc(NC(=O)COC(=O)c3ccc(O)cc3)c2C#N)C1 (stereo unspecified) | -0.3% | 14% | 2% | 6% | 0.3% | 27 | 636 | 1 | 97* | 20* | i | 0.1
O=C(NC1CC1)c1cc(-c2ccco2)nc2ccccc12 | . | . | . | 10% | 0.0% | 5 | 729 | . | . | . | i | 0.8
CSc1nc(-c2ccccc2)nc(SC)c1C(C)=O | -4.1% | -1% | 6% | 6% | 5.4% | 5 | 809 | 1.1 | 4 | 1 | i | 0.3
Cc1noc(C)c1C(c1ccccc1)c1ccccc1 | -1.7% | 7% | 12% | 0% | -0.9% | 6 | 728 | 1.1 | 45 | 31 | i | 5.9
Cc1nc2ncnn2c(N2CCN(C(=O)c3cccc(F)c3)CC2)c1C | 4.6% | 12% | 3% | 5% | -0.7% | -3 | 731 | 1.1 | -15 | -1 | i | 0.5
FC(F)(F)c1cnc(-n2cc[nH]c2=S)c(Cl)c1 | 1.3% | -2% | -1% | 1% | 1.0% | . | . | 1.1 | -7 | -8 | i | 0.5
O=C(CSc1ncnc2c1oc1ccccc12)NCc1ccc(F)cc1 | 2.7% | -4% | -2% | -1% | 0.4% | . | . | 1.1 | 9 | 6 | i | 2.2
Cc1ccc(C(=O)NC(=S)NNC(=O)CCN2CCOCC2)cc1 | 0.7% | 47% | 37% | -8% | -0.8% | 1 | 682 | 2.7 | 36 | -4 | i | 1.2

Structural class, the compounds so far with a thiophene ring, fused or not
SMILES | ER stress rescue | human PMI inhibitors | PMI inhibitors | M1AAP inhibition | UTI89 phage lysis | Lipid droplet | Lipid droplet cells 6.5 µM | TNAP activation fold | WT yeast gro inh | WT yeast gro inh mutant strain | Myeloid diff MLP | Myeloid diff MLP GFP+ MAC1+ %
Cc1cc(C)n(C(=O)c2cc3c(s2)CCCC3)n1 | -0.4% | 7% | 14% | 6% | 0.0% | . | . | 1 | -15 | -7 | i | 1.2
COC(=O)c1sccc1NS(=O)(=O)c1ccc(OC)cc1 | 0.2% | 10% | 4% | 4% | 1.1% | . | . | 1.1 | 3 | -23 | i | 7.7
COCCNC(=O)CNC(=S)N(CCCN1CCOCC1)Cc1cccs1 | 1.0% | -7% | -2% | 1% | 0.3% | -12 | 675 | 1.2 | -6 | -1 | i | 0.9
CC1CCc2c(sc(NC(=O)COC(=O)c3ccc(O)cc3)c2C#N)C1 (stereo unspecified) | -0.3% | 14% | 2% | 6% | 0.3% | 27 | 636 | 1 | 97* | 20* | i | 0.1
